From PubChem
KCNQ1 block = blocks the human KCNQ1 potassium channel; CHO-K1 KCNQ1, FluxOR thallium flux fluorescence; stronger effect = higher value; B-score at 10 µM; 310,000 tested, 1.3% active;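 active means compounds whose thallium flux B-score, printed positive for inhibition, exceeds three library SD while starting fluorescence stays within three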;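 further: channel opened by potassium depolarization with thallium stimulus after 20 min compound exposure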
RGS4 block = inhibitors of human RGS4. HEK293 M3R/RGS4 inducible, Fluo-4 calcium flux; stronger effect = higher value; triggered by carbachol at its EC20. 310,000 tested, 0.45% active. P49798. AID 463165. B-score at 10 µM;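 active means B-score, a plate-corrected calcium signal, over three deviations above library mean, with baseline fluorescence within five deviations of library mean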;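 further: RGS4 expression induced by doxycycline in cells with stable M3 receptor; B-score is computed from the integrated fluorescence ratio over baseline after carbachol; higher B-score means a larger calcium signal and so more RGS4 inhibition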
Target sequence (P49798 whole entry, looked up): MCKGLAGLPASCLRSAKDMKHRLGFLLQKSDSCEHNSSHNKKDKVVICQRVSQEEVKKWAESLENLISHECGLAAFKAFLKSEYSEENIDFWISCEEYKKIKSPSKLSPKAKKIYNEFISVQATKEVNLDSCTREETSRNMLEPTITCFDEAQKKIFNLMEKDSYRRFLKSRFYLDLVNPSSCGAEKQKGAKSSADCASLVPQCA
KCNK3 inh = human KCNK3 channel inhibition, primary screen; O14649; CHO-KCNK3 thallium flux, FluxOR fluorescence; stronger effect = lower value; B-score at 10 µM; 340,000 tested, 0.84% active; AID 602410;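 active means B-score under library mean minus 4 SD, starting fluorescence ratio at most library mean plus 5 SD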;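 further: more negative B-score means stronger inhibition of thallium flux through KCNK3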
Target sequence (O14649 whole entry, looked up): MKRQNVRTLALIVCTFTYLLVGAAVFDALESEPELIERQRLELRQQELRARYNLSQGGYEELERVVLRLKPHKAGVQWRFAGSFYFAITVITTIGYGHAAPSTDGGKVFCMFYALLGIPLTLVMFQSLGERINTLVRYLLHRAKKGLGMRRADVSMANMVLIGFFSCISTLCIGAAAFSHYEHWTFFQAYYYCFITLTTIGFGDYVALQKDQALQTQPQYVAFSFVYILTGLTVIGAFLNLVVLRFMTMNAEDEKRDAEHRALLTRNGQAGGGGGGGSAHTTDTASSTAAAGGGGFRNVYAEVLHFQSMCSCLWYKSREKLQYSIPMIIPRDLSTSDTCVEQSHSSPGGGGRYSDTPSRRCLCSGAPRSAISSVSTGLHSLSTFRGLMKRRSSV
ANO1 block = mouse TMEM16A channel inhibition, primary screen. 310,000 tested, 1.2% active. Q8BHY3. normalized B-score (activity score, 25-100; higher = stronger inhibition) at 10 µM. HEK293 TMEM16A/YFP iodide influx fluorescence, ionomycin;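 active means ratio plate-corrected score three or more library SD toward inhibition, starting fluorescence score within five deviations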;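 further: score derived from kinetic fluorescence span divided by baseline fluorescence per well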
RGS4 pot = potentiators or activators of RGS4; 310,000 tested, 0.92% active; HEK293 M3R/inducible RGS4, carbachol calcium flux Fluo4; stronger effect = lower value; B-score at 10 µM;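 active means B-score of the integrated calcium signal more than 4 SD below the library mean, with starting fluorescence not abnormally high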;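 further: negative B-score means reduced calcium response which marks RGS4 activation or potentiation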
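System – HEK293 FlpIn-TREx cells, stable M3R, doxycycline-inducible RGS4 · Reagent – ECmax carbachol challenge · Times – compound preincubation 20 min at room temperature before agonist · Technique – Fluo4 fluorescence kinetic imaging of calcium · Measure – B score of integrated Fluo4 ratio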
SKKanGAS inh = inhibitors of SKKanGAS S. pyogenes growth in kanamycin (SK-promoter or general growth effect). BacTiter-Glo, 6 h. inhibition, % at 7.5 µM. 300,000 tested, 1.3% active;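 active means mean replicate score, as percent of positive control median, at least 50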;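 further: strain carries kanamycin resistance gene driven by streptokinase promoter and grows in 40 µg/ml kanamycin; loss of luminescence reflects streptokinase promoter inhibition or plain growth inhibition; 0% = median of DMSO wells and 100% = positive control at its reference dose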
TMEM16A act = activators or potentiators of mouse TMEM16A chloride channel; Q8BHY3; HEK293 TMEM16A/YFP-H148Q/I152L, iodide quench fluorescence; stronger effect = lower value; B-score at 10 µM; 340,000 tested, 0.3% active; AID 623877;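 active means fluorescence-ratio B-score plate-corrected deviation score at least 3 library SD below zero, with starting fluorescence score within 5 deviations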;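 further: channel opened by trigger with iodide after compound preincubation; score built on the fluorescence ratio of max minus min over baseline; more negative score means more quench and so TMEM16A activation or potentiation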
KCNK9 inh = blocks the human KCNK9 two-pore domain potassium channel; HEK293 KCNK9, FluxOR thallium flux fluorescence; stronger effect = lower value; B-score at 10 µM; 310,000 tested, 1.2% active; AID 488922;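 active means ratio B-score over 3 SD below the library mean, with starting fluorescence within 5 SD of its mean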;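 further: negative B-score means less thallium flux so channel inhibition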
KCNQ1 act = human KCNQ1 channel potentiation or activation; CHO-K1 KCNQ1, thallium flux FluxOR fluorescence; stronger effect = higher value; B-score at 10 µM; 310,000 tested, 0.35% active;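 active means fluorescence ratio B-score, a plate-corrected score, at least three library SD, with initial intensity B-score within 5 SD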
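Medium – assay buffer, equal DMSO in all wells · Material – CHO-K1 cell line with stable KCNQ1 potassium channel expression · Signal – kinetic FluxOR thallium fluorescence, 10-s 1-Hz baseline, 110-s post-stimulus read · Compound – single concentration per compound, DMSO matched to controls · Schedule – 37 °C overnight plating, 90-min dark dye load, 20-min compound pretreatment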
HDAC3 inhib = blocks human histone deacetylase 3 | AID 2718 | recombinant HDAC3, fluorogenic peptide/trypsin coupled, fluorescence | 320,000 tested, 0.15% active | inhibition, % at 8.3 µM | O15379; in the data active means inhibition above about 26%, passing the limit was not always enough
Target sequence (O15379 whole entry, looked up): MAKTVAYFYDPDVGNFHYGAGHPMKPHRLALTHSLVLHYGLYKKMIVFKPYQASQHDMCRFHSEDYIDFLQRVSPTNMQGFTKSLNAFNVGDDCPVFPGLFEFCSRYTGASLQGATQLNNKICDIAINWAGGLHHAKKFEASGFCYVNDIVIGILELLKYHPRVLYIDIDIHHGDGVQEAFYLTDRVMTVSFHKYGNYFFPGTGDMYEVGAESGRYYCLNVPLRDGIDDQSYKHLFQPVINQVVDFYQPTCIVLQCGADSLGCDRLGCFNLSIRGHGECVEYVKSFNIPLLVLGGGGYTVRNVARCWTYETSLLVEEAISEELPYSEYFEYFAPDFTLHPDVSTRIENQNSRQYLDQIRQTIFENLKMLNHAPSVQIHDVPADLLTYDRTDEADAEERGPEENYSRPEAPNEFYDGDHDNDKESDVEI
hERG protect = hERG (human) protection from proarrhythmic block; Q12809; CHO-hERG, FluxOR thallium flux, dofetilide IC70 present; activation (rescue from dofetilide block), less the hit threshold, % at 10 µM; 310,000 tested, 0.51% active; AID 1511;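 active means activation above the mean of controls blocked by dofetilide plus 5 SD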;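 further: thallium influx through hERG after potassium depolarization seen as dye fluorescence rise; in these data hits start at about 4.7%; inactives centre near -7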
The depositor's hits bear a star; i = inactive; · = no result given.

SMILES	KCNQ1 block	RGS4 block	KCNK3 inh	ANO1 block	RGS4 pot	SKKanGAS inh	TMEM16A act	KCNK9 inh	KCNQ1 act	HDAC3 inhib	hERG protect
O=C(Nc1nc2ccccc2[nH]1)c1cc(F)cc(F)c1	i	i	i	i	i	21.1	i	i	i	-2.1	-7.2
O=C1OCCC1Sc1nnc(-c2ccccc2Cl)n1Cc1ccccc1 (configuration not stated)	i	i	i	i	i	-12.0	i	i	i	6.9	-3.9
O=C(Nc1ccccc1N1CCCCC1)c1ccc(F)c(S(=O)(=O)N2CCOCC2)c1	i	i	i	i	i	32.2	i	i	i	-5.2	-19.3
CCCc1ccc(-c2cc(NC(=O)CSc3nnc(N)s3)n(-c3ccccc3)n2)cc1	i	8.85*	i	i	i	8.1	i	i	i	15.8	-16.9
NS(=O)(=O)c1ccc(NC(=S)Nc2ccc(S(=O)(=O)N3CCCC3)cc2)cc1	i	i	i	i	i	6.8	i	i	i	-3.6	-8.7
O=C(NCCCN1CCOCC1)c1ccc(CSc2ccc(Cl)cc2)cc1	i	i	i	i	i	0.1	i	i	i	6.3	-12.6
CCOC(=O)N1CCN(C(=O)c2ccc3c(=O)n(-c4cc(OC)ccc4OC)c(=S)[nH]c3c2)CC1	i	i	i	i	i	2.7	i	i	i	3.1	-19.4
O=C(Nc1cccc(Cl)c1)c1ccc2ncsc2c1	i	i	i	i	i	-6.0	i	i	i	7.3	-7.9
O=S(=O)(NCc1cn2ccsc2n1)c1ccc2c(c1)OCCO2	i	i	i	i	i	4.8	i	i	i	3.9	-8.3
N#Cc1ccc(OCC(=O)N/N=C2\CCc3ccccc32)cc1	i	i	i	i	i	5.2	i	i	i	0.3	-8.0
O=S(=O)(Cc1cnc(Cl)s1)c1ccccc1	i	i	i	i	i	-0.1	i	i	i	-6.2	1.4
O=C(c1cc(=O)[nH]c2ccccc12)N(Cc1nnc(-c2ccccc2Cl)o1)C1CC1	i	i	i	i	i	0.5	i	i	i	-5.3	-25.3
Cc1csc(SCC(=O)N2CCN(S(=O)(=O)c3ccccc3)CC2)n1	i	i	i	i	i	-15.4	i	i	i	0.0	-5.2
NC(=O)CSc1nnc(-c2cccnc2)n1CCc1ccccc1	i	i	i	i	i	-1.7	i	i	i	1.5	-3.0
Cc1csc(NC(=O)C2C3C=CC(O3)C2C(=O)O)n1 (configuration not stated)	i	i	i	i	i	3.4	i	i	i	0.3	-13.0
CCS(=O)(=O)N1Cc2ccccc2CC1C(=O)Nc1nc2ccc(C)cc2s1 (configuration not stated)	i	i	i	i	i	8.2	i	i	i	-5.4	-8.2
O=C(c1cc(COc2cccc(C(F)(F)F)c2)on1)N1C[C@H]2CC[C@H]1C2	i	i	i	i	i	-4.5	i	i	i	10.8	-9.6
CN(CC(=O)Nc1ccc(F)cc1)C(=O)c1ccc(-c2ccc(Cl)cc2)o1	i	i	i	i	i	-5.4	i	i	i	5.2	-8.0
Cc1cc(Cl)c(S(=O)(=O)Nc2ccc3c(c2)OCO3)cc1OCC(N)=O	i	i	i	i	i	-1.4	i	i	i	3.3	-7.3
COc1ccc(N2CCN(S(=O)(=O)c3ccc4c(c3)NC(=O)C(C)S4)CC2)cc1 (configuration not stated)	i	i	i	i	i	-5.4	i	i	i	-0.7	-1.1
Cc1ccc(NC(=O)COC(=O)C2C3CC4OC(=O)C2C4C3)cc1Cl (configuration not stated)	i	i	i	i	i	-3.7	i	i	i	-2.5	-7.9
CCc1sc(C(=O)Nc2ncccc2O)cc1C	i	i	i	i	i	1.4	i	i	i	76.0*	-8.8
S=c1[nH]cc(-c2ccc(Cl)cc2)n1Cc1ccccc1	i	i	i	i	i	4.0	i	i	i	-2.8	-7.1
Cn1c(=O)c2c([nH]c(=O)n2C)n(Cc2ccccc2)c1=O	i	i	i	i	i	-5.6	i	i	i	7.5	-0.1
Cc1cc(C)c2[nH]c(=O)c(CN(CC3CCCO3)C(=O)c3cnccn3)cc2c1 (configuration not stated)	i	i	i	i	i	0.4	i	i	i	1.4	-7.5
O=C1CC(N2CCN(c3ccccn3)CC2)C(=O)N1CC(c1ccccc1)c1ccccc1 (configuration not stated)	i	i	i	i	i	-2.1	i	i	i	6.2	-8.6
Cc1ccc(S(=O)(=O)NCC(=O)N(CC(=O)NC2CCCC2)c2ccc3c(c2)OCCO3)cc1	i	i	i	·	i	2.5	i	i	i	·	-7.1
CCn1cc(C(=O)N(CCCN2CCOCC2)Cc2ccco2)c(=O)c2ccc(C)nc21	i	i	i	i	i	7.8	i	i	i	-2.3	-1.1
CCN(C(=S)NCCOC)c1cccc2ccccc12	i	i	i	i	i	-10.2	i	i	i	-0.7	-11.8
COc1cc(OC)cc(Oc2ccc(S(=O)(=O)N3CCCCC3)cc2[N+](=O)[O-])c1	i	i	i	i	i	-2.4	i	i	i	2.7	-12.8
Cn1c(SCC(N)=O)nnc1C1CCN(C(=O)NC2CCCCC2)CC1	i	i	i	i	i	-1.4	i	i	i	-1.0	-8.4
CCOc1ccc(S(=O)(=O)N2CCCC(C(=O)NC3CCCC3)C2)cc1 (configuration not stated)	i	i	i	i	i	-4.9	i	i	i	-13.3	-8.2
COc1cccc(N2C(=NC(=O)CCC3CCCC3)SC3CS(=O)(=O)CC32)c1 (configuration not stated)	i	i	i	i	i	7.1	i	i	i	-1.1	-6.3
O=C(NCc1ccc(Cl)cc1)C1CCN(C(=O)c2ccco2)CC1	i	i	i	i	i	-6.8	i	i	i	5.5	-7.2
N#CC(=C=[N-])C1=C(C#N)C(c2ccccc2F)C([n+]2ccccc2)C(O)(C2CC2)N1 (configuration not stated)	i	i	i	i	i	-0.3	i	i	i	-1.2	-8.7
CCCCNC(=O)C1CC(c2ccccc2[N+](=O)[O-])=NO1 (configuration not stated)	i	i	i	i	i	-1.7	i	i	i	-7.5	-8.5
Cn1c2ccccc2c2ncn(Cc3ccc(F)cc3)c(=O)c21	i	i	i	i	i	9.0	i	i	i	-5.2	-2.3
O=C(NCC(=O)N1CCN(S(=O)(=O)c2cccs2)CC1)c1ccc(Cl)cc1	i	i	i	i	i	-1.2	i	i	i	-4.7	-9.3
O=C(CCN1CCN(CCO)CC1)Nc1ccccc1	i	i	i	i	i	1.8	i	i	i	-13.4	-7.4
CN(C)c1nc(OCCOC(=O)Nc2ccc(Cl)cc2Cl)nc(N(C)C)n1	i	i	i	i	i	-7.4	i	i	i	-1.6	-12.6
Cc1ccccc1NC(=O)c1cc2ccccn2n1	i	i	i	i	i	-2.7	i	i	i	-3.1	-11.6
Cc1ccc(S(=O)(=O)N2CCCC2)cc1C(=O)N1CCN(Cc2ccccc2)CC1	i	i	i	i	i	9.2	i	i	i	2.0	-10.1
COC(=O)C(Cc1cnc(Cl)s1)(C(=O)OC)c1ccc([N+](=O)[O-])cc1[N+](=O)[O-]	i	i	i	i	i	1.9	i	i	i	-1.6	-7.4
COc1ccccc1N(CC(=O)N/N=C/c1ccc(SC)cc1)S(C)(=O)=O	i	i	i	i	i	3.4	i	i	i	-1.7	-8.5
CC(C)N(C)Cc1nnnn1CC(=O)N(C)Cc1ccc(F)cc1	i	i	i	i	i	7.3	i	i	i	0.9	-0.9
O=C(CN1C(=O)NC2(CCCCC2)C1=O)Nc1ccc(S(=O)(=O)N2CCOCC2)cc1	i	i	i	i	i	4.6	i	i	i	6.7	-4.0
O=C(C1=C(O)C(=O)N(CC2CCCO2)C1c1ccccc1Cl)c1ccco1 (configuration not stated)	i	i	i	i	i	-1.7	i	i	i	-2.9	-7.8
COc1cc(F)c(C(=O)NC(C)(C)CO)cc1OC	i	i	i	i	i	0.2	i	i	i	-1.9	0.8
Cc1ccc(OCC(=O)OC(C)CN2CCCCC2)cc1 (configuration not stated)	i	i	i	i	i	3.0	i	i	i	-3.2	-5.8
CC1(C)CC(=O)C(C(O)c2ccc([N+](=O)[O-])cc2)C(C)(C)N1 (configuration not stated)	i	i	i	i	i	3.6	i	i	i	2.0	-2.8
Cc1cccc(C(C)C)c1NC(=O)CN1C(=O)NC(Cc2ccccc2)C1=O (configuration not stated)	i	i	i	i	i	-13.2	i	i	i	13.2	-8.9
COc1ccc(NC(=O)CCN2CCN(S(=O)(=O)c3ccc(OC)cc3)CC2)cc1	i	i	i	i	i	8.0	i	i	i	-1.9	-6.1
CCc1ccc2[nH]cc(S(=O)(=O)c3ccc(C)c(C)c3)c(=O)c2c1	i	i	i	i	i	-1.3	i	i	i	-2.7	0.2
CCOC(=O)C1=C(C)N(CCCCCC(=O)O)C(=O)NC1c1cccc([N+](=O)[O-])c1 (configuration not stated)	i	i	i	i	i	-2.5	i	i	i	2.9	-5.7
Cc1nnc(SCC(=O)NC(C)(C)C)n1CCc1ccccc1	i	i	i	i	i	3.9	i	i	i	3.0	-7.5
Nc1ccc2c(c1)OC1(CCCC1)O2	i	i	i	i	i	-1.4	i	i	i	0.3	-16.1
CC(=O)C1C(c2ccc(F)cc2)C2C(C)=NN=C2CC1(C)O (configuration not stated)	i	i	i	i	i	4.1	i	i	i	2.8	-12.3
COc1cnc(N(C)C)nc1Sc1cccc(Cl)c1	i	i	i	i	i	4.6	i	i	i	-7.1	-6.3
Cc1cc(NCc2ccccn2)n2c(nc3ccccc32)c1C#N	i	i	i	·	i	4.6	i	i	i	·	-11.3
O=C1NC(c2ccccc2)=C(c2ccc3ccccc3n2)C(c2ccncc2)N1 (configuration not stated)	i	i	i	i	i	-0.9	i	i	i	1.4	-5.7

Following part.
SMILES	KCNQ1 block	RGS4 block	KCNK3 inh	ANO1 block	RGS4 pot	SKKanGAS inh	TMEM16A act	KCNK9 inh	KCNQ1 act	HDAC3 inhib	hERG protect
Cc1ccc(/C=C2\SC(=O)N(CCC(=O)N3CCN(C)CC3)C2=O)cc1	i	i	i	i	i	-9.3	i	i	i	0.1	-7.5
COCCCN(Cc1ccccn1)S(=O)(=O)Cc1ccccc1	i	i	i	i	i	·	i	i	i	0.0	-0.3
O=S(=O)(Cc1ccccc1Cl)NCCc1ccccc1	i	i	i	i	i	-3.0	i	i	i	4.8	-3.8
COc1cc(OC)c2ccc(=O)oc2c1C(CC(=O)N1CCOCC1)c1ccc2c(c1)OCO2 (configuration not stated)	i	i	i	i	i	0.9	i	i	i	-2.9	-9.2
